NFkB transloc inh = blocks IL-1B driven NFkB nuclear translocation in HUVEC cells | HUVEC IL-1B NFkB p65 nuclear translocation imaging | inhibition, % at 2 µM | 94,000 compounds, 0.43% hits | AID 796;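 active = inhibition above about 30% together with a positive call from visual inspection of the well image, limit read from the data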;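 also: nuclear over cytoplasmic p65 intensity ratio measured by imaging; 0% = IL-1B stimulated DMSO wells and 100% = unstimulated DMSO wells; values of inactives mirror those of a sister screen read the other way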
Bcl-B TR3 displacers = displacers of TR3 peptide from Bcl-B, primary screen, selectivity assay for Bfl-1 inhibitor project, biochemical, fluorescence polarization. 96,000 compounds, 0.11% hits. displacement, % at 20 µM, or IC50 in µM where a hit was titrated. AID 748. FP displacement of FITC-TR3 peptide from Bcl-B; higher % means a stronger effect;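 active = displacement above 50% at 20 µM plus a fluorescence interference ratio under 1.5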;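 also: plate controls were wells without compound for no effect and wells lacking Bcl-B protein for full effect; a part of the inactive calls stands beside numbers as strong as those of hits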
PLAP inhibition = inhibition of human placental alkaline phosphatase – biochemical, luminescence, HTS (AID 690); 96,000 compounds, 0.08% hits; purified PLAP, luminescent substrate; higher % means a stronger effect; inhibition, % at 20 µM, or IC50 in µM where a hit was titrated; in the data active = a potency from the dose series; inactive = the rest, 99 in 100 with inhibition below about 30%; also: strong numbers were not always called active
IL1B NFkB pot = enhances IL-1B driven NFkB nuclear translocation; activation, % at 2 µM; HUVEC IL-1B NFkB p65 nuclear translocation imaging; 94,000 compounds, 0.3% hits;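 active = activation above 40%, about the mean plus 3 SD, also judged a hit on visual image review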;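 also: percent activation is computed from the nuclear over cytoplasmic p65 intensity ratio; values of inactives mirror those of a sister screen read the other way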
MRP reversal = MRP-mediated drug resistance reversal; H69AR cells + 2 uM doxorubicin, CellTiter-Glo, 72 h; differential viability (reversal), % at 10 µM; 85,000 compounds, 0.04% hits; AID 602;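 active = viability drop by adding the cancer drug above about 55%, with treated viability meeting a 40% cutoff, limit read from the data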;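 also: viability without doxorubicin minus viability with 2 µM doxorubicin for each compound; larger differential means the compound sensitizes cells more to doxorubicin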
MRP reversal cytotoxicity = second read-out of MRP reversal, no call of its own (marks repeat the call); viability, %; H69AR cells, CellTiter-Glo, 72 h; measured here: cytotoxicity without doxorubicin
MRP reversal with doxorubicin = also measured in MRP reversal; calls as there; viability, %; measured here: viability with 2 uM doxorubicin; active compounds read low
NFkB transloc inh cell count 2 µM = further read-out of NFkB transloc inh, marked with its call; cell count; measured here: cells passing quality filter;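 raw number of nuclei counted in each imaged well without normalization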
IL1B NFkB pot cell count 2 µM = second read-out of IL1B NFkB pot, no call of its own (marks repeat the call); cell count; measured here: cells passing quality filter
Active calls of the source: *; · = no result given. A portion of the library. The share of hits here may be higher or lower than overall.

SMILES	NFkB transloc inh	NFkB transloc inh cell count 2 µM	Bcl-B TR3 displacers	PLAP inhibition	IL1B NFkB pot	IL1B NFkB pot cell count 2 µM	MRP reversal	MRP reversal cytotoxicity	MRP reversal with doxorubicin
O=S1(=O)CCN2C(c3ccc4c(c3)CCCC4)=CSC2=N1	9	173	-7%	16%	-9	173	4	80	76
CCOC(=O)c1c(NC(=O)CSc2nnnn2C)sc(C)c1-c1ccc(C)cc1	·	·	-6%	-72%	·	·	7	70	63
COc1cccc(NCc2cc3c(C(C)(C)C)nn(-c4ccccc4)c3[nH]c2=O)c1	-13	183	-24%	·	13	183	3	66	63
O=C(Nc1nccs1)c1ccc(Cl)s1	0	186	0%	11%	0	186	4	95	91
CCCN(Cc1ccc(N(CC)CC)cc1)CC1CC1	-12	140	-14%	-4%	12	140	6	92	86
COc1ccc(CCNC(=O)CSc2nc3ccccc3o2)cc1OC	-13	145	6%	-36%	13	84	6	99	94
CCC(C)NS(=O)(=O)c1ccc(S(=O)(=O)N2CCCC3(CCCCC3)C2)cc1 (centres undefined)	4	89	-10%	27%	-4	89	1	93	92
CCc1ccccc1NC(=O)CN1CCC(NC(=O)COC)CC1	-13	206	5%	-6%	13	206	16	99	83
COc1ccc(N2CCN(C(=O)c3cc4c(-c5cccc(OC)c5)nn(C)c4s3)CC2)cc1	·	·	-8%	-12%	·	·	-17	82	99
CCCCN1C(=O)NC(NS(=O)(=O)c2ccc(N)cc2)(C(F)(F)F)C1=O (centres undefined)	-15	169	-13%	6%	15	169	19	93	74
CN(CCNC(=O)CCNC(=O)Cn1ccc2ccccc2c1=O)Cc1ccccc1	22	104	8%	-28%	-22	104	-5	98	103
O=C(NCc1cc(C(F)(F)F)cc(C(F)(F)F)c1)C1CC(c2c(Cl)cccc2Cl)=NO1 (centres undefined)	-3	216	-2%	12%	3	216	·	·	·
O=C(Nc1ccccn1)NC12CC3CC(CC(C3)C1)C2	-20	131	-2%	9%	20	131	-3	91	94
CCOC(=O)c1c(C)nc2c(c1-c1cc(OC)c(OC)c(OC)c1)C(=O)c1ccccc1-2	-7	142	-1%	-8%	7	142	·	·	·
CCCCN(CCCC)S(=O)(=O)c1ccc(OC)c2ncccc12	·	·	-4%	19%	·	·	-1	81	82
Cc1cc2c(n1-c1ccc(Br)cc1)CC(C)(C)CC2=O	-6	183	-3%	1%	6	183	-9	76	85
N#CC1=C(Nc2ccccc2)SC=C(c2ccc(Cl)c(Cl)c2)N=C1N1CCOCC1	-2	181	-8%	-15%	2	181	·	·	·
CCOc1ccc(-n2c(Cc3cc(=O)[nH]c(=O)[nH]3)nnc2SCC)cc1	11	174	-13%	-33%	-11	174	-19	90	108
Cc1ccc2nc(Nc3ccccc3O)nc(-c3ccccc3)c2c1	4	129	6%	6%	-4	129	·	·	·
O=C(O)CSc1nnc(CNc2cccc(C(F)(F)F)c2)n1Cc1ccco1	-6	127	-3%	-36%	5	127	8	101	92
CCOc1ccc(N=C2NC(=O)S/C2=C\c2ccc(N(C)C)cc2)cc1	10	150	-32%	6%	-10	150	·	·	·
c1ccc(-c2noc(-c3cccc4ccccc34)n2)nc1	-12	100	3%	14%	12	100	-6	38	44
COc1cccc(CNCc2ccc(SC)cc2)c1OC	-4	100	-3%	4%	4	100	·	·	·
Cc1[nH]c(=O)[nH]c(=O)c1S(=O)(=O)NCC12CC3CC(CC(C3)C1)C2	·	·	-2%	19%	·	·	15	112	96
COc1cccc(-c2cc(C(=O)N3CCCCC3C)no2)c1 (centres undefined)	-5	95	-18%	-14%	5	95	-3	96	99
(cont.)
SMILES	NFkB transloc inh	NFkB transloc inh cell count 2 µM	Bcl-B TR3 displacers	PLAP inhibition	IL1B NFkB pot	IL1B NFkB pot cell count 2 µM	MRP reversal	MRP reversal cytotoxicity	MRP reversal with doxorubicin
Cc1cccc(N(C)C(=O)CCS(=O)(=O)c2cccc3nonc23)c1	·	·	-6%	-3%	·	·	11	94	83
COc1ccc(NC(=O)CSc2nnc(Cn3cnc4ccccc43)n2C)cc1	-1	144	·	·	1	144	13	103	90
CCOC(=O)C1=C(O)C(=O)N(c2ccc(S(N)(=O)=O)cc2)C1c1ccc(OC)cc1 (centres undefined)	-4	108	15%	14%	4	108	2	97	95
CC(=O)C1=C(C)NC(=O)NC1c1cc(Br)ccc1OCC#N (centres undefined)	-20	154	·	·	20	154	-11	97	108
Cc1cc(-c2cccs2)nc(-n2cccc2)n1	-2	130	-2%	21%	2	130	·	·	·
Cc1cc(NC(=O)c2cccc(S(=O)(=O)N3CCCC3)c2)no1	-18	124	4%	-7%	18	124	-10	96	106
N#Cc1nc(COc2ccccc2)oc1N1CCCCCC1	-24	200	16%	32%	24	200	5	88	84
CC(=O)c1cc(Cl)ccc1OC(=O)c1ccco1	3	143	-2%	-8%	-3	143	·	·	·
CC(=O)Nc1ccc(NC(=O)CSc2nnc(-c3ccccc3)n2Cc2ccc3c(c2)OCO3)cc1	-11	169	-3%	2%	11	169	-26	45	71
COc1ccc(C(=O)NCCn2cc(SCC(=O)N3CCOCC3)c3ccccc32)cc1	-11	52	-3%	-23%	14	52	16	107	91
O=C(ONc1ccc(N=NC(=O)c2ccccc2O)cc1)c1ccccc1	·	·	5%	1%	·	·	-3	12	14
Cc1nn(C)c(Oc2ccccc2)c1CCNS(=O)(=O)c1ccc(F)cc1	·	·	0%	0%	·	·	·	·	·
CC(=O)Nc1nnc(C)s1	0	204	·	·	0	204	4	101	97
COc1ccccc1NC(=O)C1=C(C)Nc2nc(CCCO)nn2C1c1ccc2c(c1)OCO2 (centres undefined)	-16	121	2%	-64%	16	121	5	73	67
CC(C)c1nc2n[nH]c(N)c2c2c1CCCC2	-2	128	10%	-10%	2	128	10	92	82
COC(=O)c1ccc(OCC(=O)NC(C)(C)C)cc1	6	193	1%	-20%	-6	193	·	·	·
Cc1cccc(C(=O)O/N=C/c2c(Cl)n(C)c3ccccc23)c1	-4	119	-1%	-14%	4	119	·	·	·
CCNS(=O)(=O)c1ccc(Br)c(OC)c1	-15	178	-5%	16%	15	178	4	93	89
CCCCOCCCNC(=O)Cc1cccs1	-10	208	-2%	-30%	11	208	7	94	86
COc1ccc(OC)c(C2/C(=C(\O)c3ccc(OC)c(Cl)c3)C(=O)C(=O)N2CCN(C)C)c1 (centres undefined)	13	87	0%	-69%	-13	87	-6	79	85
COc1cc(CNCCO)cc(Br)c1OCc1cccs1	-6	98	-4%	10%	6	98	·	·	·
CCCc1cc(C(=O)Nc2cccnc2)no1	-4	56	3%	1%	4	56	-11	94	105
CC(=O)NCCc1ccc(S(=O)(=O)N2CCOCC2)cc1	-4	83	-2%	2%	4	83	-6	95	101
CCc1ccc(CCC(=O)Nc2nnc(C)s2)o1	-12	154	-7%	-2%	12	154	-4	96	100
NC(=O)c1nsc(C(=O)N(CC(=O)NCc2ccc(F)cc2)Cc2ccco2)c1N	-8	157	-16%	34%	9	157	·	·	·

3 of the compounds above, with two lines to a compound.
Below each SMILES: NFkB transloc inh | NFkB transloc inh cell count 2 µM | Bcl-B TR3 displacers | PLAP inhibition | IL1B NFkB pot | IL1B NFkB pot cell count 2 µM | MRP reversal | MRP reversal cytotoxicity | MRP reversal with doxorubicin
CCCc1cc(C(=O)Nc2cccnc2)no1
 : -4 | 56 | 3% | 1% | 4 | 56 | -11 | 94 | 105
CC(=O)NCCc1ccc(S(=O)(=O)N2CCOCC2)cc1
 : -4 | 83 | -2% | 2% | 4 | 83 | -6 | 95 | 101
CCc1ccc(CCC(=O)Nc2nnc(C)s2)o1
 : -12 | 154 | -7% | -2% | 12 | 154 | -4 | 96 | 100

The list goes on:
SMILES	NFkB transloc inh	NFkB transloc inh cell count 2 µM	Bcl-B TR3 displacers	PLAP inhibition	IL1B NFkB pot	IL1B NFkB pot cell count 2 µM	MRP reversal	MRP reversal cytotoxicity	MRP reversal with doxorubicin
O=C(O)CCCN=C1CCCc2ccccc2N1	-2	89	0%	16%	2	89	5	93	88
N#CC(C(N)=O)=C1CCC2(CC1)OCCCCO2	6	116	8%	18%	-6	116	4	93	89
COc1cccc(/C=N/n2c(=S)n(C)c3cc(C)c(C)cc32)c1OC	9	182	7%	-9%	-9	182	-8	80	88
O=C(NCc1ccc(F)cc1)C1C2C=CC3(CN(Cc4cccnc4)C(=O)C13)O2 (centres undefined)	9	94	-1%	-9%	-9	94	·	·	·
CCOc1cc(-c2nc(-c3ccc(C)nc3OCC)no2)cc(OCC)c1OCC	10	168	-15%	-15%	-10	168	17	46	29
Cc1csc(N(C(=O)c2ccc(S(=O)(=O)N(C)C)cc2)c2ccccc2)n1	-18	121	-11%	-2%	18	121	7	80	73
CCCC(=O)c1c[nH]c(C(=O)NCc2ccco2)c1	1	145	-7%	-5%	-1	145	·	·	·
O=c1[nH]c2ccc(S(=O)(=O)NCc3ccccn3)cc2s1	·	·	2%	11%	·	·	3	92	89
CCN(C(=O)c1c(C)cc(=O)oc1C)c1ccc2c(c1)OCO2	·	·	14%	1%	·	·	7	103	96
O=C(Nc1ccccc1)N1CCN(c2cccc(C(F)(F)F)c2)CC1	-6	155	-5%	30%	6	69	2	85	82
CCC(Oc1ccc2c(c1)C(=O)CC(C)(C)O2)C(=O)NCCN1CCCCCC1 (centres undefined)	12	118	3%	-52%	-12	118	0	92	92
CC(C)(C)NC(=O)Cn1c(SCC(=O)N2CCCCCC2)nc2ccccc21	-4	152	-6%	-4%	3	152	-6	92	98
CCCc1nnc(NC(=O)C(C)N2C(=O)C3C4C=CC(C4)C3C2=O)s1 (centres undefined)	-4	158	·	·	4	158	5	101	97
CCOC(=O)c1ccc(NC(=O)NCCN2CCCCC2)cc1	·	·	0%	-14%	·	·	9	93	84
Nn1c(SCC(=O)NC2CCCCC2)nnc1-c1ccc(Cl)cc1	-2	155	·	·	2	155	10	100	91
Cc1ccc2cc(CN(CCCO)S(=O)(=O)c3cccc4nsnc34)c(=O)[nH]c2c1	·	·	-6%	-64%	·	·	-3	72	76
COc1ccc(-c2oc3ccccc3c(=O)c2OC(=O)c2ccc(C)cc2)cc1	-6	172	-3%	9%	6	172	·	·	·
CCN(CC)S(=O)(=O)N1CCC(C(=O)NCCN2CCOCC2)CC1	-1	112	-12%	-9%	1	112	16	92	76
O=C(CCC1CCCCC1)Nc1c2c(nn1-c1ccc(F)cc1)CS(=O)(=O)C2	5	90	-1%	-12%	-5	90	·	·	·
Cc1nc2ccccn2c1C(=O)/C=C/c1ccc(F)cc1	6	112	-5%	10%	-6	112	·	·	·
CC(C)[C@@H]1N[C@]2(C(=O)Nc3ccccc32)[C@@H]2C(=O)N(c3cccc(C(F)(F)F)c3)C(=O)[C@@H]21	-32	103	-6%	-35%	32	103	13	98	86
CC(C)N1CC(O)=C(c2nc3ccccc3c(=O)[nH]2)C1=N	-33	181	-4%	-63%	33	181	0	93	93
Cc1cccc2c(=O)c(C(=O)NCCCN3CCOCC3)c[nH]c12	-12	114	·	·	12	114	-18	87	104
Cc1ccc(Nc2nc(-c3c(C)nc4ncccn34)cs2)cc1	24	74	0%	-24%	-24	74	·	·	·
Cc1ccc(S(=O)(=O)NCCc2ccncc2)cc1	-8	136	-8%	2%	8	136	8	101	93
(further entries)
SMILES	NFkB transloc inh	NFkB transloc inh cell count 2 µM	Bcl-B TR3 displacers	PLAP inhibition	IL1B NFkB pot	IL1B NFkB pot cell count 2 µM	MRP reversal	MRP reversal cytotoxicity	MRP reversal with doxorubicin
CC1(C(=O)NC2CCCCC2)CCC(=O)N1Cc1cccnc1 (centres undefined)	-7	71	-4%	2%	7	71	·	·	·
COCc1nnc(NC(=O)CCC2CCCCC2)s1	0	147	-9%	17%	0	147	8	100	92
COc1ccc(-c2cn(-c3ccc(C)cc3)c(=O)n2CC(=O)Nc2ccc(OC)cc2OC)cc1	-12	151	-14%	-21%	12	151	-9	91	100
COc1ccc(S(=O)(=O)N(C)CC(=O)Nc2ccccc2OC)cc1	-24	152	1%	24%	24	152	3	98	95
CN1CC2=Cc3ccccc3OC23Oc2ccccc2C=C3C1	6	115	47%	-41%	-6	115	-36	21	57
CNC(=O)c1ccc(OCc2ccccc2)c(OC)c1	6	72	2%	-15%	-6	72	8	99	91
CCn1c(SCC(=O)OCc2ccccc2)nnc1-c1ccco1	9	200	0%	-1%	-9	200	8	96	87
COc1ccc(C(=O)NC(=S)N2CCCCC2)cc1	-7	168	-1%	-71%	7	168	10	105	95
